Source: PubChem (National Center for Advancing Translational Sciences (NCATS))
KDM5B inhibitor – blocks human KDM5B histone demethylase activity. KDM5B demethylase, FDH-coupled NADH fluorescence (FDH is formaldehyde dehydrogenase). Q9UGL1. 220,000 tested, 2.6% active. Potency, µM (top dose mostly 57.7 µM), inactives show top-dose activity change, negative = inhibition, usual class: inhibitors; active means well fitted inhibition curve with a large enough effect; inconclusive means small, poorly fitted or top-dose-only effect; inactive means no such curve, though single readings can be large or run the other way; further: 0% is about no effect; nearly all actives have a fitted effect of over 70% in size
Target sequence (Q9UGL1 whole entry, looked up): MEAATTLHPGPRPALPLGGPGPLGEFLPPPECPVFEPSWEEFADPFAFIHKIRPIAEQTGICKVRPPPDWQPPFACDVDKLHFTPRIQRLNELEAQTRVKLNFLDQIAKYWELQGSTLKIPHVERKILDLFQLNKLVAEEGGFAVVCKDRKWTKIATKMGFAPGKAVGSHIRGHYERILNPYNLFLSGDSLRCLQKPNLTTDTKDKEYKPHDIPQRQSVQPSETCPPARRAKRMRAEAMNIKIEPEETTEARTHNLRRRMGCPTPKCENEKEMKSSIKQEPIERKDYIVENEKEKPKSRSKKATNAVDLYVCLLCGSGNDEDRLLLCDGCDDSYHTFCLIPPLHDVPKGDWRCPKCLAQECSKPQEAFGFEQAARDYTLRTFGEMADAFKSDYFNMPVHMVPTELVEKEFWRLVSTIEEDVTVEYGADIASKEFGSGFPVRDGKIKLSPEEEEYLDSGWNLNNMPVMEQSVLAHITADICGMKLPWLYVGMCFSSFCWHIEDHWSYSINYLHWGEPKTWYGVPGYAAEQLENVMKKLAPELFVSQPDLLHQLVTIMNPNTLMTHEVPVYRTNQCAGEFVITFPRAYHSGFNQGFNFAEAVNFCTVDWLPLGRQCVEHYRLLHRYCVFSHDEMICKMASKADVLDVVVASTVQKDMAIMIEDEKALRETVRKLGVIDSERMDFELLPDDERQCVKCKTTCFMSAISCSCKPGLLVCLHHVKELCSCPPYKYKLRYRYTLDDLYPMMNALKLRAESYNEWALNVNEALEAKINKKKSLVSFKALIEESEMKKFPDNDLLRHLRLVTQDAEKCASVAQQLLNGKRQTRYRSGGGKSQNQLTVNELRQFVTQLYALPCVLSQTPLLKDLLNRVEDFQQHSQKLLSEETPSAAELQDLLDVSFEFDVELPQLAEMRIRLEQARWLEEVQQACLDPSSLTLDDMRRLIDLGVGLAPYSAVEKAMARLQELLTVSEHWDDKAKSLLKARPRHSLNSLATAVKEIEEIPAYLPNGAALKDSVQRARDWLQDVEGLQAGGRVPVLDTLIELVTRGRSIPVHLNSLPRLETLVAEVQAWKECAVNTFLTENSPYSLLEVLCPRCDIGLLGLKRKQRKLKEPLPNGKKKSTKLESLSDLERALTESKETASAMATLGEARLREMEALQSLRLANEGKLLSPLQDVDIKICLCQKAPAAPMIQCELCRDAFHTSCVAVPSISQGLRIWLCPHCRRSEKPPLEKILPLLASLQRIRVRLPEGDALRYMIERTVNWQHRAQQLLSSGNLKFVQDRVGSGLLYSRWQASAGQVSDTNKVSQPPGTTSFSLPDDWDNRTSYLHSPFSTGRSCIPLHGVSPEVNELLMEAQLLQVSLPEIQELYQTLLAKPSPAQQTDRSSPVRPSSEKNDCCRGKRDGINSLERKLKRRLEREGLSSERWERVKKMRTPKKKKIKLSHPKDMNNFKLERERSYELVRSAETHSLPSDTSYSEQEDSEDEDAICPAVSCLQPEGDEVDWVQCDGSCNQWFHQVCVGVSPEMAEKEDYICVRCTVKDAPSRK
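KDM5BΔAP (200 nM final) in 50 mM HEPES pH 7.5, 0.01% Tween-20 was preincubated 10 min at RT with compound over a concentration range. Substrate mix (H3K4me3 12.5 µM, α-KG 25 µM, Fe²⁺, ascorbate, NAD⁺, FDH) was added, and NADH fluorescence change over 30 min gave dose-response curves.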
Numbers without * were called inactive; u = inconclusive; [ ] = another dose, or the depositor's remark. Potency means the concentration at half of the fitted maximal effect. A portion of the library, so the mix of outcomes need not match the whole.

SMILES	KDM5B inhibitor
O=C(O)CCCN1CCS(=O)CC1	-4%
CC(C)CNC(=O)c1cc(C2CC2)nc2onc(C3CCNCC3)c12	u
Cc1ccc(CNC(=O)c2ccc3noc(-c4ccccc4)c3c2)cc1	20%
CCOc1ccc(NC(=O)c2sc(-c3ccco3)nc2-c2ccccc2)cc1OC	-1%
C#CC(CC)(CC)NC(=O)Cc1cccc(C)c1	5%
O=C1CCN(S(=O)(=O)c2ccccc2)CCCC(C(=O)NCCc2ccccc2)CCN1 (stereo unspecified)	1%
COCCNC(=O)c1sc2nc3n(c(=O)c2c1C)CCC3	-9%
CC(C)CCN1CCC(N2CCN(C(=O)c3ccncc3)CC2)C1=O (stereo unspecified)	4%
CCC(Oc1ccccc1)C(=O)N1CCN(S(=O)(=O)c2ccccc2)CC1 (stereo unspecified)	24%
COC(=O)c1sc(-c2ccc(C(C)(C)C)cc2)cc1NC(=O)COCC(=O)O	u
CCOC(=O)N1CCN(C(=O)c2cnn(-c3cccc(C)c3)c2-n2cccc2)CC1	-3%
COc1ccc(N(C(=O)c2ccc(S(=O)(=O)N3CCCCC3)cc2)C2C=CS(=O)(=O)C2)cc1 (stereo unspecified)	u
O=C(Nc1ccccc1)Nc1cccc(NC(=O)Nc2ccccc2)c1F	28%
COC(=O)C1=C(Nc2ccccc2NC(=O)CCCC(=O)O)CSC1	14%
O=C1C=CC=C/C1=C\N(O)c1ccccc1	-15%
Cc1ccc2c(c1)NC(=O)c1cc(S(=O)(=O)N(C)Cc3ccccc3)c(Cl)cc1O2	-1%
O=C(C1CCN(S(=O)(=O)c2ccccc2)CC1)N1CCCCC1	17%
COC(=O)CC1C(=O)NCCN1S(=O)(=O)c1ccc(Br)cc1 (stereo unspecified)	5%
CN(C)[C@@H]1CN(C2CCCCC2)CC[C@@H]1CO	-24%
CC(C)CC(=O)N[C@H](C)c1onc(-c2cccnc2)c1C(=O)O	-8%[86.2 µM]
CC1(C)CC(=O)C2=C(C1)Nc1[nH]n(-c3ccccc3)c(=O)c1C2c1ccc(Cl)cc1 (stereo unspecified)	-13%
COc1cc(C2Nc3ccccc3C(=O)N2C2CC2)ccc1O (stereo unspecified)	u
C[C@@H](N)C(=O)N1CCC(C(=O)Nc2cccc(-c3cccc(Cl)c3)c2)CC1	-13%
Cc1cccc(OCC(=O)Nc2ccc(Cl)c(-c3nc4ccccc4[nH]3)c2)c1	u
FC(F)(F)c1cc(-c2cccs2)nc(S)n1	-18%
O=C(Cn1cccc1-c1nc(-c2ccc(F)cc2)no1)NCCC1=CCCCC1	-13%
COc1ccc(NC(=O)NCc2ccc3c(c2)OCO3)cc1OC	12%
Cc1ccc(C2CC(=O)CC(c3ccccc3)S2)cc1 (stereo unspecified)	-20%
CN1CCN(c2cc(=O)c3ccnc(-c4ccc(Cl)cc4)c3o2)CC1	35µM*
CC(C)c1ccc(S(=O)(=O)c2nnn3c2nc(NCCc2ccccc2)c2sccc23)cc1	u
Cc1nn(S(=O)(=O)c2ccc(C(C)C)cc2)c(C)c1S(=O)(=O)N1CCCCCC1	u
NC(=O)c1ccccc1OCC(=O)N1CC(CNC(=O)Nc2ccccc2)C2(C1)CN(c1ccccc1)C2 (stereo unspecified)	-18%
O=C(O)CC1NCCc2ccccc21 (stereo unspecified)	1%
CC(C)CCN(Cc1ccco1)C(=O)c1cc2c(s1)-c1ccccc1OC2	u
C[C@@H](NC(=O)c1cccs1)c1onc(-c2cccnc2)c1C(=O)O	-2%[86.2 µM]
CCCCn1c(CN2CCN(c3ccccc3)CC2)nc2c1c(=O)n(C)c(=O)n2C	8%
Cn1ncc(CN2CCc3nc(-c4ccc(F)cc4F)[nH]c3C2)c1C1CC1	25µM*
CN(C)c1nccnc1OC1CCN(C(=O)C2CCCCC2)C1 (stereo unspecified)	11%
CCOc1ccccc1/C=N/Nc1ccnc(=O)[nH]1	6%
COC(=O)c1cc(NC(=O)Cn2nc(-c3ccccc3)c3c(c2=O)CCCC3)cc(C(=O)OC)c1	-19%

Part of the list above in order of SMILES length, high to low:
SMILES	KDM5B inhibitor
COC(=O)c1cc(NC(=O)Cn2nc(-c3ccccc3)c3c(c2=O)CCCC3)cc(C(=O)OC)c1	-19%
CC1(C)CC(=O)C2=C(C1)Nc1[nH]n(-c3ccccc3)c(=O)c1C2c1ccc(Cl)cc1 (stereo unspecified)	-13%
CCOC(=O)N1CCN(C(=O)c2cnn(-c3cccc(C)c3)c2-n2cccc2)CC1	-3%
CCCCn1c(CN2CCN(c3ccccc3)CC2)nc2c1c(=O)n(C)c(=O)n2C	8%
CCC(Oc1ccccc1)C(=O)N1CCN(S(=O)(=O)c2ccccc2)CC1 (stereo unspecified)	24%
CC(C)CCN(Cc1ccco1)C(=O)c1cc2c(s1)-c1ccccc1OC2	u
CN1CCN(c2cc(=O)c3ccnc(-c4ccc(Cl)cc4)c3o2)CC1	35µM*
Cc1ccc(CNC(=O)c2ccc3noc(-c4ccccc4)c3c2)cc1	20%
COC(=O)C1=C(Nc2ccccc2NC(=O)CCCC(=O)O)CSC1	14%
COc1ccc(NC(=O)NCc2ccc3c(c2)OCO3)cc1OC	12%
CN(C)[C@@H]1CN(C2CCCCC2)CC[C@@H]1CO	-24%
C#CC(CC)(CC)NC(=O)Cc1cccc(C)c1	5%
FC(F)(F)c1cc(-c2cccs2)nc(S)n1	-18%
O=C1C=CC=C/C1=C\N(O)c1ccccc1	-15%
O=C(O)CCCN1CCS(=O)CC1	-4%

The list continues:
SMILES	KDM5B inhibitor
Cc1ccc2c(C)c(C(=O)N(C)C(C)c3ccon3)oc2c1C (stereo unspecified)	-5%
CCOC(=O)c1cc(-c2ccc(OC)cc2)n(CCC(=O)NC2CCC(C)CC2)c1C (stereo unspecified)	-18%
CC(C)c1ccc(NC(=O)c2cc3sc(Cl)cc3n2C)cc1	u
O=C1NC(=NC2CCCCC2)C2(CCN(Cc3ccc(F)cc3)CC2)N1c1cccnc1	34%[activator][115 µM]
COc1ccc(NC(=O)Cn2c(=O)n(CCc3ccccc3)c(=O)c3ccccc32)cc1	12%
COCCn1cnc2c1c(=O)n(Cc1cccc3ccccc13)c(=O)n2Cc1ccccc1	-10%
O=C(c1ccoc1)N1CCC2(CC1)CC(CO)N(C(=O)c1ccccc1)C2 (stereo unspecified)	-3%
Cc1ccc(S(=O)(=O)c2nnn3c2nc(NC2CCCCC2)c2sccc23)cc1C	u
CN(c1ccccc1)S(=O)(=O)c1ccc(C(=O)N2CCCC(C(F)(F)F)C2)cc1 (stereo unspecified)	-3%
CC(C)c1ccc(/C=C/C(=O)Nc2ccc(Br)cc2F)cc1	8%
COc1ccc(C23CC4CC(CC(C(N)=O)(C4)C2)C3)cc1	17%
CCN(CC)C(=O)CCc1ccc(C(C)(C)C)cc1	17%
Cc1cccc(-c2nnc(C3CCN(S(=O)(=O)c4cccc(Cl)c4)CC3)o2)c1	u
COc1nc2ccccc2nc1N1CCC(C(=O)NCc2ccccc2C)CC1	-4%
CC#CCn1cc2c3c(cccc31)[C@H](CC(C)C)N[C@H](C(=O)N1CCN(CCO)CC1)C2	u
Cc1[nH]c(=O)c(C#N)cc1C(=O)N1CCC2(CC1)C(=O)Nc1ccccc12	22µM*
O=c1c2ccccc2n(Cc2cccc(F)c2)c(=O)n1Cc1ccccc1Cl	u
Cc1ccc(NC(=O)Nc2nnc(N(C)Cc3ccccc3)s2)c(C)c1	0%
Cc1ccccc1-c1noc(-c2ccc(N3CCCCC3)c([N+](=O)[O-])c2)n1	-22%
COCCn1ccc2nc3ncnn3c(-c3ccccc3)c2c1=O	3%
C#CCNC(=O)C1CCc2nnc(C3CCN(C(=O)Nc4ccc(Cl)cc4)CC3)n21 (stereo unspecified)	4%[115 µM]
CCCN1CCN(C(=O)c2ccc(-n3nc(C)c(-c4ccccc4)c3NC(C)=O)cc2)CC1	-11%
COc1ccc(OC)c(CCNc2ncnc3onc(C)c23)c1	-1%
CC(=O)c1cccc(NC(=O)Nc2cccc(-c3nnc(Cc4ccc5c(c4)OCO5)o3)c2)c1	-18%
Cc1ccc(C(=O)N2CCCN(c3cc(-c4ccc(Cl)cc4)[nH]n3)CC2)cc1C	u
Cc1ccc(CSc2nncn3c2cc2sccc23)cc1	u
CCc1ccc(-n2c(=O)c3c4c(sc3n(CC(=O)N3CCC(C)CC3)c2=O)CCC4)cc1	-37%
NC(=O)CN1CCCC(N2CCN(Cc3ccc4c(c3)OCO4)CC2)C1 (stereo unspecified)	-21%
COCCn1c(C)cc(C(=O)N2CCc3nn(CCOC)c(=O)n3CC2)c1C	-26%
Fc1ccc2c(c1)-c1nc(-c3ccccc3)cc(-c3ccccc3)c1CO2	-80%
COc1ccccc1CNC(=O)CN1C(=O)CCc2cc(S(=O)(=O)N3CCCCC3)ccc21	2%
O=C(CN1C(=O)NC2(CCOc3ccccc32)C1=O)NCCc1c[nH]c2ccccc12 (stereo unspecified)	3%
CN1CCN(C(=O)c2cccc3nccnc23)CC12CCNCC2	u
COc1cc(CCC(=O)O)cc2c1OCO2	19%
N#CCCN(CCC#N)C(=O)C1CCN(C(=O)c2cccs2)CC1	-14%
Cc1cc(CS(=O)(=O)Cc2ccccc2Cl)on1	-16%
CCC(CC)C(=O)N[C@@H](Cn1cc(-c2ccccc2F)c(=O)[nH]c1=O)C(=O)O	-11%[86.2 µM]
O=C(CN1CCN(Cc2cccc3cccnc23)CC1)NC1CC1	-27%
COc1ccc(C(=O)Nc2oc3c(C)cccc3c(=O)c2-c2ccc(OC)c(OC)c2)cc1OC	3%
Cc1cc(C)c(NC(=O)Cn2c(=O)n(-c3ccc(F)cc3)c(=O)c3c(C)c(C(=O)N(C)C)sc32)c(C)c1	-12%

A second format for part of the listing above:
structure | KDM5B inhibitor
Cc1ccccc1-c1noc(-c2ccc(N3CCCCC3)c([N+](=O)[O-])c2)n1 | -22%
O=C(O)CC1NCCc2ccccc21 (stereo unspecified) | 1%

(list continues)
SMILES	KDM5B inhibitor
CCCN(CC1CCOC1)C(=O)NCC(C)C (stereo unspecified)	5%
Cc1noc(C)c1S(=O)(=O)N1CCC[C@H](n2c(=O)n(C)c3cccnc32)C1	-4%
CCOc1cc(=O)n2c(c1C(=O)Nc1cc(Cl)ccc1F)CCCC2	28%
COc1ccccc1-c1[nH]nc2ncc(-c3c(C)noc3C)nc12	u
O=S(=O)(c1cnc[nH]1)N1CCC(c2nc(CCOCC3CCCC3)no2)C1 (stereo unspecified)	-23%
O=C1CN(C(=O)Cn2c(-c3ccccc3)cc3ccccc32)CCN1	u
CCCc1nnc(NC(=O)c2cc(=O)c3cc(C)cc(C)c3o2)s1	-2%
Cc1nc(-c2ccncc2)nc(NCCNc2ncccc2C(F)(F)F)c1Cl	33%
O=C(C1NCCc2[nH]cnc21)N1CCC(c2nc(-c3ccccc3)no2)CC1 (stereo unspecified)	-13%
COc1ccc(S(=O)(=O)N(C)CC(=O)N2CCOCC2)cc1C	11%
COc1ccc(Cl)cc1NC(=O)CSc1nc(-c2ccco2)cc(C(F)(F)F)n1	16%
CCc1ccc2nc(N(CCN(CC)CC)C(=O)c3ccco3)sc2c1	-27%
Cc1cccc(CNS(=O)(=O)c2ccc(-c3coc(C)n3)cc2)c1	u
O=C(N[C@@H]1CN(Cc2cc(F)cc(F)c2)C[C@H]1CO)c1ccccc1	-8%
Cc1ccc(-c2cc(C34CC5CC(CC(C5)C3)C4)nc3sc4c(c23)CCC4)cc1	-2%
COc1ccc(CNC(=O)C(OC(=O)c2ccco2)c2ccccc2F)cc1 (stereo unspecified)	23%
O=C(NCCc1ccc(Cl)cc1)C1CN(c2ccc(F)cc2)C(=O)N1 (stereo unspecified)	2%
COc1ccc(NC(=O)CCc2c(C)c3ccc(C)cc3oc2=O)cc1	10%
COc1ccc(CC(=O)Nc2ccc(/C(C)=N\NC(=O)c3ccc(Br)o3)cc2)cc1	-14%
c1cc(CNC[C@H]2Cn3cc(-c4ccc5c(c4)OCCCO5)nc3CO2)ccn1	-21%[86.2 µM]
COC(=O)c1cc(S(=O)(=O)N(C)CC(=O)Nc2ccc(Cl)cc2C)cn1C	-9%
CC1(C(=O)Nc2ccncc2)CCCc2cnc(Nc3ccccc3)nc21 (stereo unspecified)	6%[86.2 µM]
CC(C)C(C)NC(=O)CCc1ccc(C#N)cc1 (stereo unspecified)	23%
COc1ccc(C(=O)Nc2nnc(S(=O)(=O)N3CCCCCC3)s2)cc1OC	u
O=C(c1cc(Cl)ccc1Cl)N1CCN(c2cc(-c3cccs3)[nH]n2)CC1	-13%
CC1=C(c2ccc(C(C)C)cc2)S(=O)(=O)N=C1N1CCN(c2ccccc2F)CC1	-7%
Cc1cc(NC(=O)CC(C)C)cc(-c2nc3ncccc3o2)c1O	0%
O=C(NC[C@H]1O[C@@H](CC(=O)N2CCN(c3ccc(F)cc3)CC2)[C@H](O)[C@@H]1O)c1cccc(F)c1	9%
COC(CNC(=O)c1ccc(CNS(=O)(=O)c2ccc(Br)cc2)cc1)OC	40%[activator]
COCc1c(C(=O)N[C@@H]2CN(Cc3ccccn3)C[C@H]2CN(C)C)noc1C	u
COc1ccccc1CCC(=O)NC1CCN(C(=O)c2cc3c(=O)[nH]c(C)cn3n2)CC1	u
N#Cc1ccc(COc2ccccc2C#N)cc1	3%
COc1cccc(CN2CC[C@H](c3nnc(-c4ccco4)o3)C2)c1	-7%[86.2 µM]
COc1ccc(OCC(=O)NCC(c2ccc(Cl)cc2)N2CCCCC2)cc1 (stereo unspecified)	7%
COc1ccc(/C(C)=N/NC(=O)OC(C)(C)C)cc1[N+](=O)[O-]	-4%
Cc1nc(NC(C)c2nc(-c3cccnc3)no2)c2cccnc2n1 (stereo unspecified)	u
Cc1ccc(NC(=O)/C=C/c2cccs2)cc1C	8%
O=C(c1cnc[nH]1)N1C[C@@H](COCC2CC2)[C@H](c2ccccn2)C1	-22%
O=C(Nc1ccccc1C(F)(F)F)N1CC=C(c2c[nH]c3ccccc23)CC1	u
